# High-throughput results: PubChem, Broad Institute
# ERp5 inh: ERp5 (human) disulfide isomerase inhibition; AID 651711; ERp5 insulin aggregation, absorbance 650 nm, 90 min; hit rate 0.05% among 350,000; inhibition, % at 9.99 µM;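 active means mean replicate inhibition above about 25%, with every replicate also reaching it, limit read from the data, passing the limit was not always enough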
# S100A4 inh HTS: blocks human S100A4 binding to myosin IIA peptide; P26447; hit rate 0.14% among 360,000; inhibition, % at 10.7 µM; S100A4/TAMRA-MyoIIA peptide fluorescence polarization;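 active means mean inhibition of at least 70% across replicates, with every replicate also reaching that level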
# Target sequence (P26447 whole entry, looked up): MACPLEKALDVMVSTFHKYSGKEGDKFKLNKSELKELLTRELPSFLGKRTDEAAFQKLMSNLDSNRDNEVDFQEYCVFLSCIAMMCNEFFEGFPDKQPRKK
#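 Material: S100A4 monomer protein / Buffer or medium: 50 mM HEPES pH 7.2, 10 mM CaCl2, 100 mM KCl / Times: 5 min incubation before reading / Benchmarks: neutral control DMSO, positive control TFP / Reagent: labelled myosin peptide probe, 5 nM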
# Xi reactivation: X-chromosome reactivation activator; hit rate 0.055% among 360,000; activation, % at 7.58 µM; XiGFP mouse fibroblasts, % GFP-positive cells imaging, 3 d; cells co-treated with 5-aza-dC sensitizer; scaled so ellipticine positive control = 100%;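 active means mean normalized replicate activation at least 10% and every replicate at or above 10%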;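 further: 0% = median of on-plate neutral control wells and 100% = ellipticine 6 µM median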
#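 System: 68-5-11 XiGFP fibroblast line | Buffer or medium: DMEM containing 5-aza-dC | Compound: Single point | Times: Compounds 3 days, fix/stain 15 min at room temperature | Benchmarks: Positive control ellipticine, 6 µM final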
# ERAP1 HTS inh: blocks human ERAP1 aminopeptidase activity; AID 652197; hit rate 0.15% among 340,000; Q9NZ08; inhibition, % at 10.7 µM; recombinant ERAP1, Leu-AMC fluorescence, 60 min;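 active means mean replicate inhibition of at least 30%, or all replicates individually reaching that 30% level; inactive means mean below 30% and not every replicate reaching it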;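 further: 0% = neutral control wells and 100% = L-leucinethiol positive control wells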
# Target sequence (Q9NZ08 whole entry, looked up): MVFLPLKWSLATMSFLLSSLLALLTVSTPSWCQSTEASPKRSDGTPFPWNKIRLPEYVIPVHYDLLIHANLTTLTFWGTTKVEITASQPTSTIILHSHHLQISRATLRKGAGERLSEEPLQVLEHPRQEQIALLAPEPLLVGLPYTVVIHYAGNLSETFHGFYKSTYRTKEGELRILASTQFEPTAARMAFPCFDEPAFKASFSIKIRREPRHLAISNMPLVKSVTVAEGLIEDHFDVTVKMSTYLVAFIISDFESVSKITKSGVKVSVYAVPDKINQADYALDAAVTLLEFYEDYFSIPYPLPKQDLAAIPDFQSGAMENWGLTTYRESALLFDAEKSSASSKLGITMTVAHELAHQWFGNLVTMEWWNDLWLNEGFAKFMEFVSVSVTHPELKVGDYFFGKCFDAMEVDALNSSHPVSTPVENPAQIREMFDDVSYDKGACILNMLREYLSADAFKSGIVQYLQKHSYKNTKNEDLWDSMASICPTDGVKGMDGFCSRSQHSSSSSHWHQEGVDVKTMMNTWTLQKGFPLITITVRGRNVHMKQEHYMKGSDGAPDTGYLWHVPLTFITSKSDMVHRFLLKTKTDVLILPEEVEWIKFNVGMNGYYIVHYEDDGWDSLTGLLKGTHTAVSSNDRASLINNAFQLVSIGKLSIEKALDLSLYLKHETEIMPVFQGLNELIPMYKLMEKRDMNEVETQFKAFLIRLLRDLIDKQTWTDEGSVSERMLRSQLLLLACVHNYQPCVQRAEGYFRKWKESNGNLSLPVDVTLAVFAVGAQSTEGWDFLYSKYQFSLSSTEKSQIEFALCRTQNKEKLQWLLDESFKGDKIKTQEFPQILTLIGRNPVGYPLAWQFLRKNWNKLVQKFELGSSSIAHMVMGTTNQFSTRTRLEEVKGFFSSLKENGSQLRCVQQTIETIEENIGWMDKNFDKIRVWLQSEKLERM
# esBAF inh: SWI/SNF esBAF complex inhibition; hit rate 2% among 350,000; mouse ES cells, Bmi1-luciferase knock-in reporter, 24 h; 100% = twice the neutral-well signal; reporter increase, % at 12.5 µM; AID 602393; in the data active means activation above about 40%;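 further: 0% = median of the plate's neutral control wells and 100% = double that signal; a rise in the Bmi1 reporter signal indicates esBAF inhibition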
# E-sel inducer: induces E-selectin expression in human endothelial cells | activation, % at 7.58 µM | HUVEC E-selectin immunofluorescence imaging; normalized: neutral wells 0, TNF-alpha wells 100 | hit rate 0.37% among 260,000 | AID 686992 | P16581;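 active means mean E-selectin-positive cell signal at least 10% of the positive control, reached in at least 60% of replicates, without over 20% cell loss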;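 further: in these data hits start at about 27%; measured in HUVEC primary endothelial cells; signal is the percent of cells scored E-selectin positive by PE staining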
#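 assay system = HUVEC, human umbilical vein endothelial cells | input = 3,000 HUVEC seeded per well | medium = EGM-2 growth medium on 0.1% gelatin-coated wells | dosing = one compound dose added by pin transfer | signal = immunofluorescence imaging | read-out basis = % PE-positive cells | control set = TNF-alpha, DMSO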
# RAD54 branch: RAD54 (human) branch migration inhibition | Q92698 | inhibition, % at 10.4 µM | hit rate 0.14% among 360,000 | RAD54 Holliday junction branch migration, FAM/BHQ fluorescence;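 active means mean normalized replicate activity at least 40 and at least half of replicates scoring 40 or more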;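 further: 0% = median of neutral control wells and 100% = median of positive control wells; inhibitors cause a drop in the FAM fluorescence signal; in these data hits start at about 50%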
# RAD52 anneal inh: inhibitors of human RAD52 DNA annealing; hit rate 0.46% among 360,000; P43351; AID 651710; recombinant RAD52 DNA annealing, FRET fluorescence; inhibition, % at 18.7 µM;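 active means every replicate showing at least 50% inhibition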
# An asterisk follows results filed as active; . = not tested or not shown.
(1) CCOCCCNC(=O)NC(=O)CN1CCN(S(=O)(=O)c2ccc3c(c2)OCCO3)CC1
(2) C[C@@H]1CCCCO[C@H](CN(C)Cc2ccc(C(=O)O)cc2)[C@@H](C)CN([C@H](C)CO)C(=O)c2cc(NS(=O)(=O)c3ccccc3)ccc2O1
(3) C=C1C(=O)O[C@H]2C1CC[C@@](C)(O)C13C=CC(C)(C21)C1(C3)C(=O)O[C@@H]2C3C(C)=CCC3[C@](C)(O)C[C@H](OC(C)=O)C21 (stereo partly specified)
(4) CC(C)[C@H](NC(=O)C1CCN(S(=O)(=O)c2ccc(F)cc2)CC1)C(=O)NCc1ccncc1
(5) C[C@@H]1CN([C@@H](C)CO)C(=O)c2cc(-c3ccccc3)cnc2O[C@@H]1CN(C)C(=O)c1cccnc1
(6) O=c1cc(-c2ccccc2)nc(/C=C/c2ccccc2)[nH]1
(7) Cc1cccc(C)c1NC(=O)C(c1ccnc2ccccc12)n1c(=O)c(-c2ccco2)nc2ccccc21 (stereo unspecified)
(8) Cc1ccc(S(=O)(=O)NCC(=O)OCc2nnc(-c3ccccc3)o2)cc1
(9) CN1CCC(OC(=O)c2ccccc2)CC1
(10) COc1ccc(/C=C/c2ccc(=O)n(Cc3ccccc3)n2)cc1
compound no.	1	2	3	4	5	6	7	8	9	10
ERp5 inh	-3	.	1	.	11	-4	-4	-2	0	-1
S100A4 inh HTS	-1	.	-1	1	1	-2	-11	-1	-4	-3
Xi reactivation	0.5	0.3	0.0	0.0	-0.1	0.0	-0.1	0.1	0.1	0.0
ERAP1 HTS inh	3	.	11	-4	1	-1	-4	2	-4	3
esBAF inh	-1	1	10	1	-4	13	.	-4	14	.
E-sel inducer	-0.4	-0.1	.	-1.9	0.5	0.1	0.1	-0.4	0.7	.
RAD54 branch	.	-4	5	0	4	-10	.	7	2	.
RAD52 anneal inh	-2	.	-23	-14	-15	-7	-24	-19	-5	-5

(11) O=S1(=O)CC(N2CCCCC2)CN1Cc1cn(Cc2cccc(Cl)c2)nn1 (stereo unspecified)
(12) Cc1ccc(-c2nc(CCNC(=O)c3ccco3)cs2)cc1
(13) CCCNC(=O)C(=O)NCC1CCCN1CC (stereo unspecified)
(14) O=C(CN1CCOCC1)N1CCN(c2ccc([N+](=O)[O-])cc2)CC1
(15) CCOc1ccccc1Nc1nnc(SCC(=O)NC2CC2)s1
(16) O=[N+]([O-])c1ccc(S(=O)(=O)N/N=C/c2cccs2)cc1
(17) COc1ccc(CN2CCN(C3CCSCC3)CC2CCO)c(C)c1C (stereo unspecified)
(18) O=C(Nc1ccnn1C1CCN(Cc2cc(Cl)ccc2O)CC1)C1CC1
(19) CCOC(=O)[C@]12CCCC=C1N(Cc1ccccc1)C(=O)[C@H](CC(=O)NCc1cccs1)C2
(20) Cc1ccc(S(=O)(=O)NC(=O)Nc2c(C)n(C)n(-c3ccccc3)c2=O)cc1
compound no.	11	12	13	14	15	16	17	18	19	20
ERp5 inh	2	-2	1	9	-2	1	7	1	1	2
S100A4 inh HTS	-11	-4	7	-7	-6	47	3	-6	-1	0
Xi reactivation	0.0	0.2	0.3	0.4	-0.1	-0.4	-0.2	0.1	.	.
ERAP1 HTS inh	-3	3	0	2	-3	5	1	-5	0	4
esBAF inh	.	5	0	.	8	.	-3	-1	.	5
E-sel inducer	-0.2	0.4	0.0	4.3	-0.3	-1.2	.	0.5	1.6	.
RAD54 branch	.	-2	5	.	8	.	-2	-11	.	-2
RAD52 anneal inh	-8	-1	-12	-2	-12	-11	-13	-17	-11	-6

(21) C[C@@H]1CN([C@@H](C)CO)C(=O)c2cc(NS(=O)(=O)c3cn(C)cn3)ccc2O[C@@H](C)CCCCO[C@@H]1CN(C)S(=O)(=O)c1ccc(Cl)cc1
(22) Cc1ccc(C2=NS(=O)(=O)N(C)C(C(=O)NC(C)c3ccccc3)=C2)cc1 (stereo unspecified)
(23) COc1ccc(/C=C/c2noc(-c3ccccc3OC(C)=O)n2)cc1
(24) C[C@@H]1CN([C@H](C)CO)C(=O)Cc2cc(NC(=O)Cc3cn(C)c4ccccc34)ccc2O[C@H]1CN(C)Cc1ccncc1
(25) NC(=O)C(C1=CCCCC1)c1ccccc1 (stereo unspecified)
(26) CN(CC(=O)Nc1ccc(F)cc1)C(=O)CSc1ncccn1
(27) O=C(Nc1ccccc1Oc1ccccc1)C1CCCC1
(28) CC1CCN(CCCNC(=O)c2nn(C)c3c2CS(=O)(=O)c2ccccc2-3)CC1
(29) Cc1ccc([C@@H]2C[C@H]3[C@@H](CN2S(=O)(=O)c2ccc(Cl)cc2)C(=O)C[C@@H](c2ccccc2F)N3S(=O)(=O)c2ccc(C)cc2)cc1
(30) COCC#Cc1ccc([C@@H]2[C@@H](CO)N3CCCCN(S(=O)(=O)c4ccc(OC)cc4)C[C@H]23)cc1
compound no.	21	22	23	24	25	26	27	28	29	30
ERp5 inh	1	-11	0	0	-1	0	-5	2	-1	2
S100A4 inh HTS	-13	0	2	7	-3	-2	-1	-8	2	10
Xi reactivation	-0.8	-0.1	0.3	-1.1	-0.1	-0.1	0.1	0.1	0.3	0.1
ERAP1 HTS inh	-3	1	1	-4	3	0	1	-2	.	-1
esBAF inh	-4	-7	-7	2	-2	0	4	-7	4	-3
E-sel inducer	-0.2	0.0	-0.1	.	0.3	-1.9	.	-0.1	-0.4	-0.2
RAD54 branch	-3	-2	-7	-12	3	-5	0	.	6	4
RAD52 anneal inh	-7	7	-11	1	-7	-8	-5	-12	-14	-11

(31) O=C1C=C(N2CCOCC2)CCC1
(32) O=C(N/N=C/c1cccnc1)NC12CC3CC(CC(C3)C1)C2
(33) CCN(C(=O)CN1C(=O)S/C(=C\c2cccc(Cl)c2)C1=O)C1CCS(=O)(=O)C1 (stereo unspecified)
(34) CCCCn1c(N)c(N(CC)C(=O)c2cccc(C)c2)c(=O)[nH]c1=O
(35) O=C(/C=C/Nc1ccc(S(=O)(=O)Nc2cnc3ccccc3n2)cc1)c1ccccc1
(36) COC(=O)c1ccc(NC(=O)C(=O)c2c[nH]c3ccccc23)cc1
(37) COCC(=O)Nc1ccc2c(c1)C(=O)N(C)C[C@H](OC)[C@H](C)CN(Cc1cccc(F)c1)[C@@H](C)CO2
(38) S=c1[nH]cnc2sc(-c3ccccc3)cc12
(39) CCOC(=O)CCNC(=O)N1CCC(CCC(=O)NCc2ccc(F)cc2)CC1
(40) CN1C(=S)SC(N2OC3C(=O)N(c4ccccc4)C(=O)C3C2c2ccccc2)C1(C)C (stereo unspecified)
compound no.	31	32	33	34	35	36	37	38	39	40
ERp5 inh	.	4	-6	2	9	-1	-3	1	-7	2
S100A4 inh HTS	.	0	4	-3	13	10	8	1	-3	7
Xi reactivation	0.2	0.0	0.0	0.0	-0.1	0.0	-0.3	0.0	0.5	0.0
ERAP1 HTS inh	.	-1	1	3	-1	1	-3	-2	-3	-3
esBAF inh	2	.	11	-5	.	28	-6	40	0	.
E-sel inducer	-0.2	0.0	.	0.1	1.4	.	0.0	2.2	-0.2	.
RAD54 branch	4	-8	5	5	.	-3	-1	-2	4	.
RAD52 anneal inh	.	4	-15	-3	-66	-21	-12	-28	-7	-55

# Whole records, quoted from the list:
# Listed for COCC(=O)Nc1ccc2c(c1)C(=O)N(C)C[C@H](OC)[C@H](C)CN(Cc1cccc(F)c1)[C@@H](C)CO2 : ERp5 inh: -3; S100A4 inh HTS: 8; Xi reactivation: -0.3; ERAP1 HTS inh: -3; esBAF inh: -6; E-sel inducer: 0.0; RAD54 branch: -1; RAD52 anneal inh: -12
# Listed for COC(=O)c1ccc(NC(=O)C(=O)c2c[nH]c3ccccc23)cc1 : ERp5 inh: -1; S100A4 inh HTS: 10; Xi reactivation: 0.0; ERAP1 HTS inh: 1; esBAF inh: 28; E-sel inducer: .; RAD54 branch: -3; RAD52 anneal inh: -21

# Looked up one by one from the entries so far (4):
(36) COC(=O)c1ccc(NC(=O)C(=O)c2c[nH]c3ccccc23)cc1
(34) CCCCn1c(N)c(N(CC)C(=O)c2cccc(C)c2)c(=O)[nH]c1=O
(35) O=C(/C=C/Nc1ccc(S(=O)(=O)Nc2cnc3ccccc3n2)cc1)c1ccccc1
(31) O=C1C=C(N2CCOCC2)CCC1
compound no.	36	34	35	31
ERp5 inh	-1	2	9	.
S100A4 inh HTS	10	-3	13	.
Xi reactivation	0.0	0.0	-0.1	0.2
ERAP1 HTS inh	1	3	-1	.
esBAF inh	28	-5	.	2
E-sel inducer	.	0.1	1.4	-0.2
RAD54 branch	-3	5	.	4
RAD52 anneal inh	-21	-3	-66	.

# The listing continues:
(41) O=C(Cn1cccn1)N1CCCC(N2CCN(c3cccc(C(F)(F)F)c3)CC2)C1 (stereo unspecified)
(42) CC(C)NC(=O)NCC[C@H]1CC[C@H](NS(=O)(=O)c2ccc(Oc3ccccc3)cc2)[C@@H](CO)O1
(43) O=C(COC(=O)c1cnccn1)NCc1ccc(Cl)cc1
(44) O=C(NCC1CCCN(Cc2cccc(C(F)(F)F)c2)C1)c1ccc(F)cc1 (stereo unspecified)
(45) C[C@@H](NC(=O)C[C@@H]1C=C[C@@H](NC(=O)Cc2ccccn2)[C@H](CO)O1)c1ccccc1
(46) CNc1ccccc1C(C)(C)c1cc(-c2cccc([N+](=O)[O-])c2)no1
(47) Cc1c(C(=O)N(CC(C)C)c2c(N)n(Cc3ccccc3)c(=O)[nH]c2=O)sc2nc3n(c(=O)c12)CCC3
(48) CCOC(=O)c1ccc(NC(=O)CCNS(=O)(=O)c2cc(Br)cnc2N)cc1
(49) CCCCCC(=O)Nc1nnc(CCc2ccccc2)s1
(50) Cc1ccccc1CNC(=O)CCC(=O)N1CCOc2ccc(Cl)cc21
(51) COc1ccc(-c2noc(CNC(=O)C(C)Oc3ccccc3)n2)cc1 (stereo unspecified)
(52) CC(C)c1ccc(NC(=O)C2(C)Cc3c(-c4ccccc4)ccnc3O2)cc1 (stereo unspecified)
compound no.	41	42	43	44	45	46	47	48	49	50	51	52
ERp5 inh	1	-1	-2	3	3	1	0	0	0	4	11	8
S100A4 inh HTS	1	-6	-5	-9	5	1	-3	-3	0	-1	-1	-2
Xi reactivation	0.2	0.1	-0.3	-0.2	0.1	0.0	0.0	0.0	0.0	-0.4	0.0	-0.1
ERAP1 HTS inh	1	2	2	.	0	-1	-1	1	2	1	0	1
esBAF inh	1	13	.	6	-4	-2	-5	0	4	-1	.	-12
E-sel inducer	.	-0.1	2.9	0.0	0.4	.	1.3	.	1.3	.	.	0.4
RAD54 branch	-25	2	.	.	4	-9	13	0	-2	2	-3	0
RAD52 anneal inh	-6	10	-9	-16	-10	-14	-13	-5	-16	-2	-32	-6

# Along the list, from the results shown.
# E-sel inducer, entries 38–45, in order: 2.2, -0.2, ., ., -0.1, 2.9, 0.0, 0.4
# esBAF inh, entries 38–45, in order: 40, 0, ., 1, 13, ., 6, -4
